Assay outcomes as filed in PubChem.
rad50 – NCI yeast anticancer drug screen, S. cerevisiae rad50 strain; % growth inhibition at 50 µM; actives 10% (n = 79,000);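 further: 0% = growth of vehicle-only cultures of the same strain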
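Yeast carrying a defined DNA repair defect were exposed to test compounds, and growth was compared with vehicle-treated controls to give percent inhibition.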
cln2 rad14 – NCI yeast anticancer drug screen, S. cerevisiae cln2 rad14 strain | % growth inhibition at 50 µM | actives 8.3% (n = 78,000) | AID 165;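 further: 0% = growth of vehicle-only cultures of the same strain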
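Test compounds were added to cln2 rad14 yeast cultures; inhibition of growth was then determined by comparison with vehicle treatment.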
yeast mlh1 rad18 – NCI yeast anticancer drug screen, S. cerevisiae mlh1 rad18 strain | actives 11% (n = 79,000) | % growth inhibition at 50 µM;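 further: 0% = growth of vehicle-only cultures of the same strain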
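Steps: expose repair-defective yeast to compound; measure growth; express inhibition against vehicle-treated controls.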
yeast mec2-1 – NCI yeast anticancer drug screen, S. cerevisiae mec2-1 strain | growth inhibition, % at 50 µM | actives 9% (n = 79,000) | AID 157;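 further: 0% = growth of vehicle-only cultures of the same strain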
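Using mec2-1 yeast: add compound, measure growth, express inhibition versus vehicle-treated cultures.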
sgs1 mgt1 – NCI yeast anticancer drug screen, S. cerevisiae sgs1 mgt1 strain; AID 161; actives 10% (n = 78,000); growth inhibition, % at 50 µM;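 further: 0% = growth of vehicle-only cultures of the same strain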
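Mutant yeast exposed to compound; growth scored against vehicle-only wells.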
bub3 – NCI yeast anticancer drug screen, S. cerevisiae bub3 mutant strain. % growth inhibition at 50 µM. actives 9.9% (n = 78,000);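 further: 0% = growth of vehicle-only cultures of the same strain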
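Mutant yeast screening strain plus compound; vehicle-treated cultures serve as the 0% inhibition reference.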
The depositor's hits bear a star. No stated cut-off is given here; in the data, active means growth inhibition above about 70%; inactive means the rest.

SMILES | rad50 | cln2 rad14 | yeast mlh1 rad18 | yeast mec2-1 | sgs1 mgt1 | bub3
O=C(O)C1C(Br)C(Br)C1C(=O)O (centres undefined) (tested in a mixture with another compound) | 0 | -22 | -19 | -17 | -12 | -15
CC(C)OC(=O)c1ccc(CCc2cc(O)c(Br)cc2O)cc1 | 86* | 92* | 85* | 91* | 88* | 89*
Cc1cccc(C)c1Nc1cc(=O)[nH]c(=O)[nH]1 | -3 | -33 | -12 | -3 | 3 | -12
N#Cc1c(N)nc2c(c(-c3ccc(Cl)cc3)nn2-c2ccccc2)c1C#N | -2 | 11 | 6 | -17 | -35 | -24
O=C1C(=O)c2ccccc2C=C1C1CCCCC1 | 85* | 72* | 91* | 78* | 91* | 64
CCCC(C)OS(=O)(=O)c1ccc(C)cc1 (centres undefined) | 13 | -36 | 5 | -7 | 1 | 9
O=C(COc1cccc(Cl)c1)Nc1cccc(S(=O)(=O)O)c1 (tested in a mixture with another compound) | 5 | -17 | 11 | -8 | -13 | 2
[O-][N+](O)=C1c2ccccc2-c2ccccc21 | 7 | -21 | 11 | 3 | 1 | 4
CCCCCCCCCCCCCCCCCCN(C)CC(COC)OP(=O)([O-])OCC[N+](C)(C)C (centres undefined) | 23 | -3 | 25 | 14 | 15 | 0
Cc1ccc(N2C3=C(CC4=C2CC(C)(C)CC4=O)C(=O)CC(C)(C)C3)cc1 | -30 | -16 | -25 | -25 | -21 | -34
COc1cc(N=Nc2c(Cl)cc([N+](=O)[O-])cc2Cl)c(OC)cc1N=Nc1ccc(N)nc1N | 23 | 6 | 9 | 28 | 7 | 4
c1ccc(C2Nc3ccccc3CO2)cc1 (centres undefined) | -32 | -32 | 9 | -6 | -13 | -2
Cc1ccc(-n2c(CSc3ccc(Cl)cc3)nnc2SCc2nc3ccccc3[nH]2)cc1 | 47 | 70* | 67 | 73* | 43 | 4
O=[N+]([O-])c1ccc(S(=O)(=O)N/N=C/c2cccc3ccccc23)cc1 | 7 | -16 | 20 | -1 | 17 | 0
Cc1nc(N)nc(-c2ccccc2)c1N=Nc1cc(Cl)cc(Cl)c1 | 6 | -6 | 7 | -8 | -4 | -5
CC1CC=CCC1C1OCCO1 (centres undefined) | 4 | 10 | -3 | 2 | 3 | 16
CCCSc1ncnc2c1nc(C)n2CO | -2 | -14 | 0 | -3 | -1 | 2
O=C(c1cccc(F)c1)c1ccc2ccccc2c1 | -9 | 9 | -14 | -9 | -6 | -8
COc1cc(-c2ccc(-[n+]3nc(-c4ccc([N+](=O)[O-])cc4)nn3-c3ccc([N+](=O)[O-])cc3)c(OC)c2)ccc1-[n+]1nc(-c2ccc([N+](=O)[O-])cc2)nn1-c1ccc([N+](=O)[O-])cc1 | 89* | 88* | 90* | 91* | 90* | 90*
Cc1c[nH]c2c(O)cc3c(c12)[C@H](CCl)CN3C(=O)c1cc2cc(NC(=O)Nc3ccc4[nH]c(C(=O)N5C[C@@H](CCl)c6c5cc(O)c5[nH]cc(C)c65)cc4c3)ccc2[nH]1 | 17 | -3 | 3 | 34 | -13 | 0
Clc1nc(Sc2ccc(Br)cc2)c(Cl)c(Sc2ccc(Br)cc2)n1 | -19 | -1 | -18 | -2 | 8 | 2
CCOCCOC(=O)c1ccccc1O | 3 | -2 | 1 | 5 | 3 | 2
CCCCCCCC/C=C\CCCCCCCCN1CCOCC1 | 99* | 98* | 99* | 99* | 99* | 99*
Cc1cc(Br)c(I)c([N+](=O)[O-])c1 | 35 | 13 | 6 | 28 | 18 | 7
COC(=O)C1=C(SC)SC2(C(=O)OC)C3C=C(C)C4C(N13)C42C(=O)OC (centres undefined) | -37 | -13 | -26 | -48 | -55 | -27
S=C(S)N1CCN(c2ccc(Cl)c(Cl)c2)CC1 | 4 | 3 | 58 | -2 | 21 | 8
Cc1cc(C)c(C)c(CC(C)(COS(C)(=O)=O)COS(C)(=O)=O)c1C | 9 | 39 | 28 | 11 | 27 | 6
Cc1nc(-n2[nH]c(C)c(CCO)c2=O)[nH]c(=O)c1CCO | -43 | -19 | -37 | -33 | -36 | -16
Cc1cc2nc(C)c(C)nc2cc1C | -20 | 8 | -20 | -38 | -27 | -26
Cc1cc(C)c(Br)cc1C | 5 | 3 | -5 | 15 | 6 | 3
OC1Cc2ccccc2C1 | -32 | -32 | -19 | -26 | -18 | -28
OC(COc1cccc(C(F)(F)F)c1)CN1CCN(c2ccccc2)CC1 (centres undefined) | 84* | 87* | 87* | 83* | 93* | 75*
O=C1N(Cc2ccccc2)CC1(c1ccccc1)C1CCCCC1O (centres undefined) | -18 | 7 | 4 | 8 | 36 | 66
O=C(Cc1cccc2ccccc12)NO | 18 | -32 | 12 | 5 | 7 | -28
CCCCCCCCCC1(C(=O)OCC)OC1(C)C (centres undefined) | 9 | 10 | -12 | -16 | 6 | 15
O=C(c1cccs1)N(C(=S)N1CCN(c2ccccn2)CC1)c1ccccc1 | 15 | 21 | 64 | 8 | 37 | 16
O=C(/C=C/c1ccccc1)c1ccc(I)cc1 | 12 | -8 | 2 | -1 | 10 | 5
Nc1nc(-c2ccc(Cl)cc2)cc(-c2cc(-c3ccc(Cl)cc3)nc(N)n2)n1 | 7 | -16 | 25 | -13 | -8 | -11
N#CC1=C(S)N(C2OC(CO)C(O)C(O)C2O)C(c2ccccc2)=CC1c1cccs1 (centres undefined) | 35 | -19 | 33 | 5 | 12 | -4
Cn1c(=O)c2[nH]c(N=O)nc2n(C)c1=O | -20 | -2 | -1 | -17 | -7 | -17
O=C(O)C1Cc2ccccc2C(O)C1CO (centres undefined) | 28 | 7 | -6 | 10 | 9 | 5
CCOC(=O)/C=C/C(=O)O.[Cu+2] | 5 | -14 | 12 | -14 | -4 | -17
CCCCCCCC/C=C/CCCCCCCC(=O)NN(C)C | -1 | -59 | -11 | -8 | 0 | -4
OCC(O)C(O)C(O)C1SC(c2ccccc2)=NN1c1ccccc1 (centres undefined) | 11 | 16 | 19 | 22 | 24 | 10
c1ccc2c(C3SCCCS3)ccnc2c1 | 8 | 13 | 23 | 17 | 2 | 10
O=[N+]([O-])c1ccc(/C=c2\sc3scc(-c4ccc([N+](=O)[O-])cc4)[n+]3\c2=C/c2ccc([N+](=O)[O-])cc2)cc1 | 87* | 69 | 95* | 76* | 97* | 54
CC(=O)c1c(C)c[nH]c1Cc1[nH]cc(C)c1C(C)=O | -7 | 4 | 17 | 9 | -15 | -3
ClC1=CC(Cl)=C2N=C(C(Cl)(Cl)Cl)N=C3N=C(C(Cl)(Cl)Cl)N=C1N32 | 99* | 99* | 99* | 100* | 99* | 99*
c1ccc(-c2nc(-c3ccccc3SSc3ccccc3-c3nc(-c4ccccc4)nn3-c3ccccc3)n(-c3ccccc3)n2)cc1 | -14 | 3 | 19 | -6 | 1 | -9
CCOC(=O)C(O)C(c1ccccc1)c1ccccc1 (centres undefined) | -5 | -40 | -17 | -3 | 2 | 7
CCOC(=O)CCC(=O)Oc1cccc2c1C(=O)c1c(OC(=O)CCC(=O)OCC)cccc1C2=O | 40 | 17 | 48 | 37 | 10 | 6
Cc1cc2nc(CC(=O)c3cccc([N+](=O)[O-])c3)c(=O)[nH]c2cc1C | 22 | 20 | 39 | 11 | 7 | -6
CNc1ccc([N+](=O)[O-])cc1C(=O)OC | 8 | -46 | 23 | -6 | -9 | -23
CC(C)(N)C(=O)N[C@@H]1C(=O)N2[C@@H]1SC(C)(C)[C@@H]2C(=O)O | 8 | -1 | 4 | 4 | -19 | 6
COC(C(=O)[O][Ge]([CH3])([CH3])[CH3])c1ccccc1 (centres undefined) | 14 | 31 | -9 | -18 | -7 | -2
O=C(NCCCCCCNC(=O)NC1OCC(O)C(O)C1O)NC1OCC(O)C(O)C1O (centres undefined) | -6 | 12 | 4 | 0 | -13 | -3
C#CC(C)(C)Oc1ccc2c(=O)c(-c3ccc(OC)c(OC)c3)coc2c1 | 8 | 3 | -7 | 6 | 6 | -22
CC1=NN(C(=O)c2ccncc2)C(=O)C1N=Nc1ccc(F)cc1 (centres undefined) | -5 | -5 | -5 | -10 | -8 | -7
CCN1CCCN(CC)C1=O | 6 | -30 | 0 | 4 | -4 | 0
O=c1c(-c2ccccc2)c(O)on1/C=C1/C=CC=N1 | -9 | 4 | 2 | -25 | 4 | 7

By substructure, the entries above with a cyano group
SMILES | rad50 | cln2 rad14 | yeast mlh1 rad18 | yeast mec2-1 | sgs1 mgt1 | bub3
N#Cc1c(N)nc2c(c(-c3ccc(Cl)cc3)nn2-c2ccccc2)c1C#N | -2 | 11 | 6 | -17 | -35 | -24
N#CC1=C(S)N(C2OC(CO)C(O)C(O)C2O)C(c2ccccc2)=CC1c1cccs1 (centres undefined) | 35 | -19 | 33 | 5 | 12 | -4

Next part:
SMILES | rad50 | cln2 rad14 | yeast mlh1 rad18 | yeast mec2-1 | sgs1 mgt1 | bub3
Cc1nnnn1[C@H]1C(C#N)CC2[C@@H]3CCC4=Cc5nnnn5CC[C@]4(C)C3CC[C@@]21C (some centres undefined) | 23 | 17 | 25 | 27 | 23 | 13
COc1cc2c(cc1OC)C(=O)/C(=C/c1ccc([N+](=O)[O-])cc1)CC2 | -50 | -38 | -34 | -56 | -12 | -28
Cc1ccc([N+](=O)[O-])cc1NC(=O)N(Cc1ccccc1)Cc1ccccc1 | 9 | 9 | 0 | 2 | 11 | 17
CCC(=O)CCN(CC)CC | -40 | -5 | -40 | -33 | -56 | -35
ClCCN1CCOC1=Nc1ccc2c(c1)CCCC2 | -21 | 4 | -49 | -17 | 3 | -7
NC(=O)NN/C=C(/C=Nc1ccccc1)[N+](=O)[O-] | 17 | 5 | 1 | 7 | 1 | 7
NC(=O)c1ncn(C2OC(CO)C(O)C2O)c1NC(=S)NC(=O)c1ccccc1 (centres undefined) | -26 | 5 | -49 | -27 | -19 | -25
Clc1ccc(CSc2ccc3nncc(SCc4ccc(Cl)cc4Cl)c3c2)c(Cl)c1 | 36 | 37 | 18 | 6 | 15 | 15
O=C1N(c2ccccc2)SN2C3C=CC(C4CC43)N12 (centres undefined) | 15 | 12 | -1 | 14 | 4 | 14
COc1ccc2c(c1)C(Cc1ccc(Oc3cc(CC4c5cc(OC)ccc5CC[N+]4(C)C)ccc3OC)cc1)[N+](C)(C)CC2 (centres undefined) | -6 | -10 | -12 | 3 | -7 | -6
O=C(c1ncccc1O)N1CCCCC1 | 12 | -22 | -8 | -9 | -3 | 4
CCOC(=O)NC(OCCN(C)C)(C(F)(F)F)C(F)(F)F | -32 | 3 | 31 | 26 | -53 | -4

An excerpt of these results, tab-delimited.
Compound	rad50	cln2 rad14	yeast mlh1 rad18	yeast mec2-1	sgs1 mgt1	bub3
CCC(=O)CCN(CC)CC	-40	-5	-40	-33	-56	-35
CCOC(=O)NC(OCCN(C)C)(C(F)(F)F)C(F)(F)F	-32	3	31	26	-53	-4
COc1ccc2c(c1)C(Cc1ccc(Oc3cc(CC4c5cc(OC)ccc5CC[N+]4(C)C)ccc3OC)cc1)[N+](C)(C)CC2 (centres undefined)	-6	-10	-12	3	-7	-6
O=C1N(c2ccccc2)SN2C3C=CC(C4CC43)N12 (centres undefined)	15	12	-1	14	4	14
NC(=O)c1ncn(C2OC(CO)C(O)C2O)c1NC(=S)NC(=O)c1ccccc1 (centres undefined)	-26	5	-49	-27	-19	-25

Further structures.
SMILES | rad50 | cln2 rad14 | yeast mlh1 rad18 | yeast mec2-1 | sgs1 mgt1 | bub3
CN(C)Cc1[nH]c2ccccc2c1C(=O)c1ccccc1 | -5 | -19 | -26 | -9 | -12 | -26
CN(Cc1ccc(Cl)cc1)C(=O)Nc1ccccc1Cl | 7 | 7 | 10 | 15 | 43 | 40
Cc1cc2c(cc1COCCC(C)C)C(C)(C)CCC2(C)C | -9 | 33 | -4 | -16 | 33 | -45
CC1=C2CC3=C(C)C(=O)O[C@H]3C[C@@H](C)[C@@H]2CC1 | 15 | 1 | 2 | 10 | 26 | 34
CN(C)C=NCCNc1ccc([N+](=O)[O-])cn1 | 4 | 24 | 4 | 4 | -7 | 20
O=Cc1ccc(O)c2ccccc12 | 63 | 33 | 65 | 77* | 76* | 48
CC(C)=NNC(=O)c1ccccc1O | 34 | 2 | -10 | -8 | 4 | 2
Cc1c(-c2ccccc2)[nH]c2ccc(Cl)cc2c1=O | -8 | 3 | 6 | -31 | 29 | -5
O=C(O)CCCCCOc1cccnc1/C=N/NC1=NCCN1 | 12 | -75 | 2 | -1 | -6 | 9
O=c1[nH]c(=O)n(C2CC(O)C(CO)O2)cc1Cl (centres undefined) | 1 | 12 | 2 | -11 | 3 | 1

3 structures from above, sorted by length of the SMILES, low to high:
SMILES | rad50 | cln2 rad14 | yeast mlh1 rad18 | yeast mec2-1 | sgs1 mgt1 | bub3
O=Cc1ccc(O)c2ccccc12 | 63 | 33 | 65 | 77* | 76* | 48
CC(C)=NNC(=O)c1ccccc1O | 34 | 2 | -10 | -8 | 4 | 2
Cc1c(-c2ccccc2)[nH]c2ccc(Cl)cc2c1=O | -8 | 3 | 6 | -31 | 29 | -5
